High-throughput results (PubChem)
TNF necrop inh: inhibitors of TNF-alpha induced necroptosis in Jurkat FADD-/- cells | Jurkat FADD-/- TNF necroptosis rescue, ATP luminescence, 24 h; 0 = TNF only, 100 = no-TNF cells | activation (protection from cell death), % at 10 µM | 0.068% of 220,000 active | AID 463075;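 active = activation, meaning protection from cell death, of at least 50% relative to plate controls; inactive = activation below 50%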;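 also: necroptosis triggered by 40 ng/mL TNF-alpha added together with compound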
CHOP inh: blocks CHOP induction under ER stress; CHO-K1 CHOP-promoter luciferase, tunicamycin-induced, 15-18 h; AID 2732; 3.8% of 220,000 active; inhibition, % at 10 µM;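 active = compounds that reduced the stress-induced luciferase reporter signal by more than about 70% of percent inhibition, limit read from the data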;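 also: 0% = tunicamycin plus vehicle and 100% = wells without tunicamycin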
PPC-1+TRAIL kill: kills PPC-1 cancer cells in the presence of TRAIL. PPC-1 cells + TRAIL, ATPLite viability luminescence. cell killing (% activity), % at 4 µM. 0.41% of 220,000 active;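 active = cell killing above 50% in the first pass at 4 µM, then a duplicate retest at 5 µM averaging 50% or more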;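 also: plate controls were cells with TRAIL plus DMSO for no effect and medium-only wells lacking cells for full effect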
Mdm2 ligase inh: inhibitors of human Mdm2 E3 ubiquitin ligase; Q00987; signal enhancement, % at 5 µM; 0.11% of 210,000 active; cell-based MDM2 ubiquitination luciferase reporter, 2 h; 0 = plate control, 100 = twice control, blank-subtracted; AID 1230;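 active = signal enhancement of 30% or more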;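 also: luminescence tracks abundance of the self-degrading MDM2-luciferase fusion protein; higher signal means inhibition of MDM2 E3 ligase activity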
Target sequence (Q00987 whole entry, looked up, the tested form may be a part): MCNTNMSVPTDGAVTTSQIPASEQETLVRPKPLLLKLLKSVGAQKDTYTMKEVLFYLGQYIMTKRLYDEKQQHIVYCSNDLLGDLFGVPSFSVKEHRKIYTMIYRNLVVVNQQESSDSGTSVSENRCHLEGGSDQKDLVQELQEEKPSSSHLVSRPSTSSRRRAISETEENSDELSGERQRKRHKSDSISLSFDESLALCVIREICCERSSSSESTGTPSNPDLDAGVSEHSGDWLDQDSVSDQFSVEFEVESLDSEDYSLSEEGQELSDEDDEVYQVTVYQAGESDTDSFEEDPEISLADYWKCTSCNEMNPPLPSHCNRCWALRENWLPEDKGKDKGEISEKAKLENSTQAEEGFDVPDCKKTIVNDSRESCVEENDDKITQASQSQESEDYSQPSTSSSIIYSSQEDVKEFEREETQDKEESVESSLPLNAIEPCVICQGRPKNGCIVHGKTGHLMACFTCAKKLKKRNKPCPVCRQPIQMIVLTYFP
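test system = mammalian cells stably expressing self-ubiquitinating, self-degrading MDM2 E3–luciferase fusion | quantity = 2000 cells/well | incubation = cell settling 4 h, compound treatment 2 h, both 37 °C | signal = luminescence with SteadyLite reagent, 15 min at room temperature | evaluation = % enhancement relative to plate controls after blank subtraction | benchmarks = plate controls and plate blanks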
EBV gp42 inh: blocks Epstein-Barr virus glycoprotein 42 binding | Q1HVG2 | Fluorescence polarization binding assay, mP read-out | inhibition, % (tested at 21.74 µM) | 0.42% of 220,000 active; in the data active = inhibition above about 50%
TRPN1 ag: agonists of zebrafish TRPN1 channel. HEK293 zebrafish TRPN1-YFP, Fluo-8 calcium fluorescence; 100% = response to 87 µM carbachol. 0.18% of 220,000 active. activation, % at 3 µM. AID 1424;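 active = activation above its plate's cutoff, the mean activation of test wells on that plate plus 3 SD, cut at about 19% in these data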;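 also: 0% = DMSO alone and 100% = 87 µM carbachol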
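Assay system: Zebrafish TRPN1-YFP in HEK293 cells | Incubation: Dye loading 1 h at 37 °C, then 30 min room temperature | Measured by: Kinetic Fluo-8 fluorescence, ex 470-495, em 515-575 nm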
TRPML3 ag: human mucolipin-3 channel agonism; Q8TDD5; HEK293 TRPML3-YFP, Fluo-8 calcium fluorescence; 100% = the carbachol control signal; activation, % at 3 µM; 0.29% of 220,000 active; AID 1448;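 active = activation above its plate's cutoff, the mean activation of the plate's test wells plus 3 SD, cut at about 12% in these data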;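 also: 0% = DMSO only wells and 100% = carbachol wells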
Target sequence (Q8TDD5 whole entry, looked up): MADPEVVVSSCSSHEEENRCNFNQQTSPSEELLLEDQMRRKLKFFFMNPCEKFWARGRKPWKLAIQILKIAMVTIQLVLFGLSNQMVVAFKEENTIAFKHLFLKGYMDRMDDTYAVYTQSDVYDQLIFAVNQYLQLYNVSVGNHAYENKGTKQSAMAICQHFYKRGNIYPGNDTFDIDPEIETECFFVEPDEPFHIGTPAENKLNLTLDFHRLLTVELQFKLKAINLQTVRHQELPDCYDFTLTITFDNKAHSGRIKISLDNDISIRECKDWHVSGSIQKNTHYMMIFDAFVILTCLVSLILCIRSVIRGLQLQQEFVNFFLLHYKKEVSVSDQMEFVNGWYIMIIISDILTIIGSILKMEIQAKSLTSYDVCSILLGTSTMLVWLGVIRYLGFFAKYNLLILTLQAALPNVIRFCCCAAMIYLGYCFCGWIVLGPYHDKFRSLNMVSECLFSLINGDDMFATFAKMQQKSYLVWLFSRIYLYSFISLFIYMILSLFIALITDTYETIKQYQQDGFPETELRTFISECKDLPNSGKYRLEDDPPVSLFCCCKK
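Test system – HEK293 line with stable expression of human TRPML3-YFP channel · Control set – carbachol 87 µM final as high control (100%), DMSO as low control (0%) · Signal – Fluo-8 calcium dye fluorescence, ex 470-495, em 515-575 nm · Incubation – 1-h 37 °C dye load, 5-s basal, 120-s post-compound reads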
Runt-SMMHC FRET: blocks binding of human RUNX1 Runt domain to CBFb-SMMHC; Cerulean-Runt/Venus-CBFb-SMMHC FRET ratio 530/480, 1 h; inhibition, % at 20 µM; 0.74% of 220,000 active; AID 1434;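 active = mean inhibition across duplicate retests at 20 µM reaching about 50%, limit read from the data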;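 also: 0% = DMSO wells and 100% = wells with excess untagged CBFb-SMMHC; inhibitors lower the FRET ratio by blocking Runt binding to CBFb-SMMHC; some results filed as inactive read as strong as hits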
p47phox inh: blocks human p47phox regulatory protein of NADPH oxidases; p47phox/p22phox peptide binding, fluorescence polarization, 2 h; inhibition, % at 24.7 µM; 0.53% of 220,000 active; AID 1274;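 active = inhibition above about 30%, limit read from the data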;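 also: 0% = p47phox with labelled peptide and 100% = labelled peptide alone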
* hit, by the source's call; . = not tested or not shown.

SMILES | TNF necrop inh | CHOP inh | PPC-1+TRAIL kill | Mdm2 ligase inh | EBV gp42 inh | TRPN1 ag | TRPML3 ag | Runt-SMMHC FRET | p47phox inh
COc1cc2c(cc1OC)/C(=C/c1ccc(Br)cc1)C(=O)OC2 | -1.0 | 20 | 2 | 1 | 4 | -0.1 | -0.2 | 0 | -1
CC1CCN(CCCNC(=O)c2ccc(Cn3c(=S)[nH]c4ccc(Br)cc4c3=O)cc2)CC1 | -6.2 | 14 | 17 | -8 | -3 | -0.8 | -0.1 | 2 | -15
Cc1ccc(-c2cc(C(=O)Nc3ccc4c(c3)OCCO4)c3ccccc3n2)cc1 | -16 | 58 | 23 | -8 | -8 | 0.8 | 0.9 | 2 | -30
COc1ccc(C(=O)N(C)c2c(C)n(C)n(-c3ccccc3)c2=O)cc1OC | 1.1 | 9 | 22 | -18 | -1 | 0.4 | 0.1 | 0 | 3
Cc1ccc(NC(=S)Nc2ncccc2C)c(C)c1 | -5.2 | 17 | 10 | -13 | -9 | 4.7 | -0.4 | 9 | -8
COc1ccc(-c2cc(C(=O)N3CCCc4ccccc43)no2)cc1 | -0.9 | 48 | 20 | -19 | -14 | 0.4 | -0.5 | -42 | 6
CCCC(C)NC(=O)COc1ccc(S(=O)(=O)c2ccc(OCC(=O)NC(C)CCC)cc2)cc1 (configuration not stated) | 5.1 | 2 | 27 | 1 | -19 | 0.3 | 0.1 | -6 | -6
Cc1ccc(NC(=O)c2cc3c(=O)oc4ccccc4c3s2)nc1 | 1.4 | -29 | 8 | -2 | -7 | 1.4 | 0.0 | -7 | 29
COc1ccccc1NS(=O)(=O)c1cccc(C(=O)OCc2nc3ccccc3s2)c1 | 1.3 | 44 | 15 | 0 | -53 | 1.6 | 0.6 | -1 | -87
COc1ccc(C(=O)N/N=C/c2sc(=O)n(Cc3cccc(C(=O)O)c3)c2Cl)cc1 | 0.8 | 17 | 11 | 2 | -1 | 0.6 | 0.3 | 3 | -21
CCCCCC(=O)NNC(=O)Cc1ccc([N+](=O)[O-])cc1 | -0.6 | 8 | 15 | 1 | -4 | 0.2 | 0.7 | 0 | .
CCC(=Nc1ccccc1)C1=C(O)CC(C)(C)CC1=O | 0.7 | 3 | 18 | -8 | -8 | 0.9 | 1.1 | 1 | -14
Cc1cc(C)c2c(N=NN3CCOCC3)[nH]nc2n1 | -0.2 | 27 | 22 | 2 | -7 | 1.6 | 0.4 | 0 | 2
Cc1c(-n2cc(C(=O)O)c(=O)c3cc(F)c(N4CCCC(O)C4)c(F)c32)c(=O)n(-c2ccccc2)n1C (configuration not stated) | -0.9 | 17 | 1 | -20 | -3 | -1.3 | 0.7 | -8 | 2
Cc1ccc2nc(N(CCCN(C)C)C(=O)CN3C(=O)c4ccccc4C3=O)sc2c1 | 1.7 | 2 | 5 | -6 | 8 | 1.2 | 1.7 | 1 | -8
O=C1C=C(NNC(=O)c2ccccc2Br)CCC1 | 0.7 | 1 | 22 | 5 | 0 | 0.7 | 0.8 | -6 | -5
COc1cccc(CN2CCN(CC(=O)Nc3ccccc3Cl)CC2)c1 | 2.0 | 17 | 7 | -12 | -11 | -1.5 | -0.4 | 2 | -6
COc1cc(/C=N/Nc2nncn2N)ccc1OCc1c(C)no[n+]1[O-] | -4.2 | 15 | 4 | -12 | -10 | -1.2 | -0.6 | -5 | -4
Oc1ccc(Br)cc1-c1cc(-c2ccccc2Cl)[nH]n1 | -1.2 | -32 | 15 | 15 | 6 | -0.9 | 0.8 | 0 | -60
CC(C)(C)N(NC(=O)Nc1ccc(Cl)c(Cl)c1)C(=O)c1ccccc1 | -1.9 | 52 | 16 | -17 | 2 | 8.2 | 3.3 | -4 | -10
Cc1nnc(NC(=O)C(C)Sc2nncn2C)s1 (configuration not stated) | 0.8 | 12 | 21 | -10 | -2 | -0.9 | 0.0 | -1 | 3
COc1cc(/C=N/NC(=O)c2ccccc2Cl)ccc1Oc1ccc([N+](=O)[O-])cn1 | -1.5 | 8 | -3 | -16 | 4 | 2.9 | 2.4 | 0 | 2
Cc1cc([N+](=O)[O-])nn1CCCC(=O)Nc1cccnc1Cl | 0.8 | 44 | 24 | -15 | 1 | 2.6 | 0.9 | -2 | -7
Cn1ncc([N+](=O)[O-])c1C(=O)N1CCOCC1 | -1.0 | -28 | 15 | -25 | 6 | 0.2 | 0.7 | -2 | 13
O=C(O)c1ccc2c(c1)C1C=CCC1C(c1ccncc1)N2 (configuration not stated) | -0.4 | -20 | 8 | . | -9 | 3.0 | 0.3 | 0 | -1
CN1CCc2c(sc(/N=C/c3cc(Cl)ccc3O)c2C#N)C1 | -1.3 | -9 | -1 | -7 | -5 | 1.3 | 0.3 | -20 | -42
O=C(CC(=O)c1ccccc1)Nc1cccnc1Cl | 1.7 | -12 | 14 | -12 | -30 | 0.0 | -0.4 | -1 | -9
O=S(=O)(c1ccc(Br)s1)N1CCN(c2ccccc2)CC1 | 2.6 | . | 1 | . | . | -0.2 | 0.7 | -1 | .
CCOC(=O)CC12CN3CN(C1)CC(CC(=O)OCC)(C3)C2=O | -1.2 | 24 | -10 | -17 | -17 | -0.4 | 0.0 | 5 | -13
Cc1cccnc1NC(=O)C1COc2ccccc2O1 (configuration not stated) | 0.3 | 8 | 4 | 0 | -7 | 0.5 | 0.4 | 0 | -8

The closing 2 compounds of the section above come first, to join the parts:
SMILES | TNF necrop inh | CHOP inh | PPC-1+TRAIL kill | Mdm2 ligase inh | EBV gp42 inh | TRPN1 ag | TRPML3 ag | Runt-SMMHC FRET | p47phox inh
CCOC(=O)CC12CN3CN(C1)CC(CC(=O)OCC)(C3)C2=O | -1.2 | 24 | -10 | -17 | -17 | -0.4 | 0.0 | 5 | -13
Cc1cccnc1NC(=O)C1COc2ccccc2O1 (configuration not stated) | 0.3 | 8 | 4 | 0 | -7 | 0.5 | 0.4 | 0 | -8
COc1ccc(OC)c(-c2csc(NC(=O)c3ccc4c(c3)OCO4)n2)c1 | -0.4 | 33 | 10 | -1 | -7 | 0.6 | 1.1 | 2 | -42
O=C(c1ccc2c(c1)[nH]c(=S)n1c3ccccc3nc21)N1CCN(c2cccc(Cl)c2)CC1 | 3.4 | 51 | 21 | -4 | -2 | 0.0 | 1.0 | -3 | 22
COc1cc(/C=c2\sc3n(c2=O)C(c2ccccc2)C(c2ccccc2)=NN=3)ccc1O (configuration not stated) | -11 | 57 | -14 | -18 | -53 | 0.2 | 0.9 | -34 | -28
COc1ccccc1NC(=O)CSCc1nc2ccccc2[nH]1 | 2.1 | 6 | 31 | 0 | -3 | 1.3 | 0.7 | 1 | -1
CC(=O)Oc1ccc2ccccc2c1C(NC(=O)Cc1ccccc1)c1ccccc1 (configuration not stated) | -0.4 | 28 | 8 | 5 | -6 | -0.7 | -1.1 | 4 | -7
CN(C)/C=C1/Nc2ccccc2C1=O | -1.4 | 16 | -16 | 5 | 7 | 0.2 | 1.6 | -3 | 0
NC(=O)C1(N2CCCCC2)CCN(c2nc(-c3ccc(Br)cc3)cs2)CC1 | -1.0 | 51 | -21 | 0 | -6 | 1.0 | 0.4 | 0 | -4
CC(C)N(C(=O)Cn1cc(SCC(=O)NCC2CCCO2)c2ccccc21)C(C)C (configuration not stated) | 0.4 | 17 | 1 | 4 | 3 | 0.2 | 0.3 | 2 | 8
CN1CCN(C2=NC3(CCCC3)C(C#N)C(=O)N2)CC1 (configuration not stated) | 0.0 | -11 | 12 | -10 | -11 | -0.1 | 0.4 | 2 | 6
O=C(COC(=O)c1cc(=O)[nH]c2ccccc12)NC(=O)NC1CCCCC1 | -1.7 | 33 | 31 | -15 | -10 | 0.8 | -0.2 | 2 | -14
CC(=O)c1cccc(NS(=O)(=O)c2c(C)n[nH]c2C)c1 | -0.7 | 16 | -4 | 4 | -4 | -0.5 | 0.5 | 0 | -9
O=C(NNC1=NCCN1Cc1ccccc1)c1cccc(C(F)(F)F)c1 | 3.0 | 9 | 12 | 8 | 1 | 0.1 | 0.4 | 1 | -8
CCOC(=O)C(C)Sc1nc(C2CC2)cc(C(F)(F)F)c1C#N (configuration not stated) | -0.9 | 5 | 0 | -13 | -2 | -0.2 | -0.7 | -1 | -1
COCCCN(C(=O)Cn1ncc2c(=O)oc3ccc(C)cc3c21)C(C)c1ccncc1 (configuration not stated) | 1.8 | 18 | -25 | -15 | -13 | 0.0 | -0.2 | 2 | -4
Cc1ccc(C)c(N2CCN(CCCNC(=O)Cn3cc4c(n3)CCCCC4)CC2)c1 | 0.2 | 67 | 1 | -14 | -11 | 0.1 | 0.1 | -3 | 3
COc1ccc(C2=C/C(=C\c3ccc(OC(C)=O)cc3)C(=O)O2)cc1 | -5.2 | 4 | -1 | -10 | -37 | 0.3 | 0.4 | -74 | -13
CCCS(=O)(=O)c1c(S(=O)(=O)CCC)c2ccc(C(N)=O)cn2c1C(=O)c1ccc(OC)cc1 | 0.0 | 65 | 7 | -5 | -12 | 0.6 | 0.5 | 3 | -4
Cc1cc(C)nc(/N=C(\N)N2CCCCC2)n1 | -1.0 | -3 | 17 | 0 | 4 | -0.2 | 0.2 | -3 | -18
COc1cc(OC)cc(N(C(=O)CNC(=O)c2cccs2)C(C(=O)NCC2CCCO2)c2ccc(OC)c(OC)c2)c1 (configuration not stated) | 0.4 | -11 | 4 | -2 | -4 | -0.5 | 0.5 | 1 | 3
CCCCCCn1c(=O)[nH]c2nc3cc(N)c(C)cc3nc2c1=O | 1.1 | 101* | 18 | -12 | 148* | 42* | 15* | -7 | -18
Cc1nc2ccccc2c2oc(C(=O)NCC3COc4ccccc4O3)cc12 (configuration not stated) | -5.9 | 73* | 25 | -18 | -14 | 4.6 | 1.7 | -2 | -11
Cc1ccccc1S(=O)(=O)Oc1ccccc1C(=O)Oc1ccccc1 | -1.0 | -1 | 10 | 1 | -4 | 0.1 | 6.7 | -3 | -14
COC(=O)c1cc(C(=O)Nc2ccc(C)cn2)cc([N+](=O)[O-])c1 | -2.6 | -1 | 10 | -9 | -7 | -0.5 | -0.5 | -21 | 3
CCC(CC)NC(=O)c1cccc(NC(=O)C(C)C)c1 | 3.1 | -6 | 11 | -2 | -21 | 2.0 | 0.3 | 4 | -4
Cn1c(=O)[nH]c(=O)c2c1nc(CN1CCN(c3cccc(Cl)c3)CC1)n2CCCc1ccccc1 | 2.8 | 24 | 16 | -10 | 3 | 0.4 | 0.1 | -12 | -14

Compounds were not picked by outcome; overall some 5.9% were active at least once.
